# Screening results deposited in PubChem BioAssay by National Center for Advancing Translational Sciences (NCATS).
# TRb SRC2 PPI = disrupts binding of human TR beta to SRC2; 280,000 compounds, 0.065% hits; AID 1469; TRbeta-SRC2 peptide binding, fluorescence polarization; receptor liganded with 1 µM T3; P10828; Potency, µM (titrated, usually from 106 µM), inactives show at the highest dose activity change, negative = inhibition, hits mostly inhibitors;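 note: potency is the fitted concentration of half-maximal effect; plate controls were bound peptide for no effect and peptide without receptor for full effect; nearly all actives have a fitted effect of over 50% in size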
#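 Binding of a 20-amino-acid Texas Red SRC2 peptide (20 nM) to TRb ligand-binding domain (0.6 uM) with agonist T3 at 1 uM was followed by fluorescence polarization after a 5 hr room-temperature incubation.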
# CBFb RUNX1 block = blocks binding between human CBF-beta and RUNX1; Potency, µM (top dose mostly 59.8 µM), for inactives: top-dose activity, negative = inhibition, actives largely listed as inhibitors; 230,000 tested, under 10 active; AlphaScreen CBFb-His/RUNX1-biotin binding, biochemical; Q01196+Q13951; note: % of control where 0% means no effect
#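 Bead-based AlphaScreen assay; binding partners His-tagged CBF-beta and biotinylated RUNX1 at 30 nM each. Compound exposure 15 min after a 20-min protein preincubation; bead step 90 min; all steps at room temperature.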
# NPSR antag = antagonists of human neuropeptide S receptor cAMP signaling; CHO-NPSR cells, cAMP TR-FRET, antagonist mode; Potency, µM (highest dose often 38.3 µM), for the others: top-dose activity change, negative = inhibition, usual class: inhibitors; 220,000 compounds, 1% hits; note: potency is the fitted concentration of half-maximal effect; % is set by controls: 0 for no effect and ±100 for the full control effect; nearly all actives have a fitted effect of over 50% in size; many of its hits are not listed in these tables
# Target sequence (Q6W5P4 whole entry, looked up): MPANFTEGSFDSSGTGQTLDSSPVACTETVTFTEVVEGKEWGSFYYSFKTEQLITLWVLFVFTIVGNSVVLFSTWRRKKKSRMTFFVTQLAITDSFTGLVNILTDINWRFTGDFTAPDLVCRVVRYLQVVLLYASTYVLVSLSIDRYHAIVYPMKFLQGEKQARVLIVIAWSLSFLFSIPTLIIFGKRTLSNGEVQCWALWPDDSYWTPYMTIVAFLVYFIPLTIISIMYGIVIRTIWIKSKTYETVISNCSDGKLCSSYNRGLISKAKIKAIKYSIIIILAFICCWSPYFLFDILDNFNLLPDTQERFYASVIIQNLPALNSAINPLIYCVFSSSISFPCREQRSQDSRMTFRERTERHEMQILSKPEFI
# Tau fluor counter = counter-screen for tau fibril formation inhibitors; 280,000 compounds, 0.93% hits; Potency, µM (doses to about 57.7 µM), for inactives: top-dose activity change, negative = decrease; AID 1463; tau K18 P301L (four-repeat tau fragment) Alexa594 fluorescence, heparin fibrillization; note: potency is the fitted concentration of half-maximal effect; % is set by controls: 0 for no effect and ±100 for the full control effect; nearly all actives have a fitted effect of over 55% in size
#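 Human K18 P301L tau (15 uM unlabeled plus 0.24 uM Alexa 594-labeled, final) in 100 mM sodium acetate pH 7 was mixed with compound and 20 uM heparin and incubated 6 hr at 37 C.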
# Tau fibril FP = tau fibrillization inhibition (FP) | 280,000 compounds, 0.39% hits | AID 1468 | Potency, µM (titrated, usually from 57.7 µM), for inactives: top-dose activity, negative = inhibition, most hits filed as inhibitors | K18 P301L tau heparin fibrillization, Alexa594 FP, 6 h; note: potency is the fitted concentration of half-maximal effect; % is set by controls: 0 for no effect and ±100 for the full control effect; nearly all actives have a fitted effect of over 55% in size
# Target sequence (P10636 561-689 P618L limits assumed): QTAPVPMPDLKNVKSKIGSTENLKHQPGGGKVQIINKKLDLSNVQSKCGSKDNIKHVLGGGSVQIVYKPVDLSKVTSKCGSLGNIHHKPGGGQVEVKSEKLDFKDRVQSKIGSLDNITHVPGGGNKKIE
#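 Compound effects on tau fibrillization are measured by Alexa 594 fluorescence polarization (ex 555, em 632 nm). K18 P301L tau is used at 15 uM with 0.24 uM labeled tracer, and 20 uM heparin induces aggregation over 6 hr at 37 C.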
# TexasRed fluor = counter-screen for TRb-SRC2 inhibitors: fluorescence interference | AID 1479 | 280,000 compounds, 0.29% hits | TRb/SRC2 Texas Red total fluorescence interference | Potency, µM (top dose mostly 106 µM), for inactives: at the top dose fluorescence change, negative = quenching; active = well fitted curve in either direction with a large enough effect; inconclusive = small, poorly fitted or top-dose-only effect; note: potency is the fitted concentration of half-maximal effect; % is set by controls: 0 for no effect and ±100 for the full control effect
#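 Flags fluorescent or light-absorbing compounds by total fluorescence, S + 2P, at 555 nm excitation and 632 nm emission. Mixture: 20 nM Texas Red SRC2 peptide, 0.6 uM human TRb LBD, 1 uM T3, 5% DMSO; compound exposure 5 h at ambient temperature.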
# Epigenetic reg = epigenetic control regulation, reporter derepression; murine LDR cells, GFP reporter derepression, 30 h; 280,000 compounds, 0.2% hits; Potency, µM (titrated, usually from 53.9 µM), for inactives: at the top dose GFP activation, usual class: activators; AID 1865; note: potency is the fitted concentration of half-maximal effect; % of control where 0% means no effect; nearly all actives have a fitted effect of over 60% in size
#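 In this reporter-derepression format, murine cells bearing a silenced integrated CMV-GFP locus incubate with test compound (30 h, 37 C), then are washed and imaged; fluorescent objects of 20–120 um count as induced cells.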
# aGal spleen mod = inhibitors or activators of human alpha-galactosidase in spleen homogenate; P06280; human spleen homogenate, 4MU-alpha-Gal fluorescence, 40 min; Potency, µM (series often up to 80 µM), inactives show at the highest dose activity change, negative = inhibition, hits mostly inhibitors; 240,000 compounds, 0.008% hits;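 note: potency is the fitted concentration of half-maximal effect; 0% = enzyme with vehicle and -100% = no enzyme basal signal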
# Target sequence (P06280 32-429 limits assumed): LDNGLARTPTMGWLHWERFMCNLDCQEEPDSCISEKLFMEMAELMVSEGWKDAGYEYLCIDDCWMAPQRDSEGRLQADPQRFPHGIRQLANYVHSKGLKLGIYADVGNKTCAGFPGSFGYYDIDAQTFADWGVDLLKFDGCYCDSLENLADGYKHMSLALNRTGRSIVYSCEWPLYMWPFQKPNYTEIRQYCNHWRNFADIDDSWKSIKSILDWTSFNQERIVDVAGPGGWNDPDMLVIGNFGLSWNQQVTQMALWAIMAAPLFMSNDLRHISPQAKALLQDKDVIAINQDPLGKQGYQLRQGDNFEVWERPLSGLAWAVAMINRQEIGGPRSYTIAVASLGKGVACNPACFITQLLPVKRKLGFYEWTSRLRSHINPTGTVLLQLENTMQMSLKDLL
#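 Human spleen homogenate (1 ug) was the enzyme source, with 4-methylumbelliferyl-alpha-D-galactopyranoside (1 mM final) in pH 5.0 citrate buffer with 0.01% Tween-20. Compounds were titrated; after 40 min at 37C, NaOH/glycine stop, 4-MU fluorescence read; AC50 from Hill fits.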
# An asterisk follows results filed as active; u = inconclusive; x = not tested or not shown; [ ] = another dose, or the depositor's remark. Unless noted, calls come from the whole dose curve; as a rule, active = well fitted curve in the direction sought with a large enough effect; inconclusive = small, poorly fitted or top-dose-only effect, or another doubt; inactive = no such curve, though single readings can be large; an effect the other way counts as inactive or inconclusive. The list is partial (hit frequency here may not be typical).
Molecule | TRb SRC2 PPI | CBFb RUNX1 block | NPSR antag | Tau fluor counter | Tau fibril FP | TexasRed fluor | Epigenetic reg | aGal spleen mod
COc1ccc(CCNC(=O)CC2Nc3ccccc3NC2=O)cc1OC (stereo unspecified) | 6.2% | -22.1% | -11.5%[46.1 µM] | -20.9% | -11.8% | 0.8% | -1.7% | 12.4%
CN(C)CCN1C(=O)c2oc3ccccc3c(=O)c2C1c1ccc(F)cc1 (stereo unspecified) | -1.6% | 1.1% | -6.6%[46.1 µM] | 0.8% | 5.3% | 0.0% | -2.9% | -6.6%
COc1ccc(-n2nc(C(=O)Nc3ccc(C)cn3)c3c4ccccc4n(C)c3c2=O)cc1Cl | -2.8% | x | x | -0.1% | -8.8% | -1.7% | -0.8% | x
COc1cc2c(cc1NC(=O)COc1ccc(Cl)cc1Br)oc1ccccc12 | -0.8% | x | x | -9.7% | 1.4% | -21.1% | 9.6% | x
O=C(c1ccc(Cl)c(S(=O)(=O)N2CCc3ccccc3C2)c1)N1CCN(c2ccccc2)CC1 | -5.2% | 2.0% | -1.9% | -10.7% | 12.6% | 0.3% | -0.1% | 3.8%
Cc1ccc(OCC(=O)Nc2ccc(Cl)cc2)c(-n2nc3ccccc3n2)c1 | -13.1% | -2.2% | -4.2%[46.1 µM] | -8.8% | -3.6% | 1.9% | -2.3% | 1.4%
O=C(Nc1ncc(Cc2ccccc2Cl)s1)C1CCCO1 (stereo unspecified) | -14.8% | 13.0% | -0.2%[46.1 µM] | -14.7% | -1.5% | 1.2% | -1.0% | 3.7%
CCn1c(SCc2nc3ccccc3s2)nnc1-c1cccs1 | -13.0% | 11.3% | -0.7%[46.1 µM] | 6.6% | 7.1% | 0.8% | -4.8% | -1.1%
CNC(=O)COc1ncnc2sc(C)c(C)c12 | -5.5% | 6.4% | 2.9%[46.1 µM] | 9.8% | 8.2% | -3.7% | 0.0% | 11.4%
Cc1ccc(NC2=C(c3ccc(C(F)(F)F)cc3)C(=O)c3ccccc32)cc1F | 10.8% | x | x | u | -5.1% | 2.0% | 2.8% | x
Cc1ccc(SCc2cc(=O)[nH]c(Nc3nc(C)c4cccc(C)c4n3)n2)cc1 | 4.5% | -1.3% | -14.3%[46.1 µM] | 10.2% | 11.7% | 0.2% | 0.8% | 1.7%
O=C(CNC(=O)c1ccccc1)OCC(=O)N1N=C(c2ccc(Cl)cc2)CC1c1ccco1 (stereo unspecified) | 1.8% | 12.0% | -43.8% | -22.6% | 11.0% | -2.7% | 14.5% | 2.8%
CN(CCCC(=O)Nc1nccs1)S(=O)(=O)c1ccc(Cl)cc1 | -8.6% | 11.1% | -4.8%[46.1 µM] | -4.7% | 0.2% | -5.9% | 0.0% | 2.1%
CC(C)(C)C(=O)CC1(O)C(=O)N(Cc2ccccc2)c2ccccc21 (stereo unspecified) | 10.1% | -7.2% | u | -14.5% | -3.3% | -2.5% | -1.0% | 7.7%
CCCS(=O)(=O)NCCc1sc2nc(-c3ccc(F)cc3)nn2c1C | -2.2% | x | x | -13.8% | -7.9% | -0.5% | 2.0% | x
CC(/C=C/c1ccco1)=N\NC(=O)CNc1ccc2ccccc2c1 | -2.2% | -3.7% | -18.4% | u | 8.6% | -2.2% | -4.0% | 3.5%
CC(=O)N(c1ccc(C)cc1)c1nc(C)cc(C)c1C#N | -2.3% | -2.2% | 20.4% | 3.9% | 11.6% | -3.3% | -4.6% | 8.6%
COc1ccc(-n2c(NN)nc3sc4c(c3c2=O)CCCC4)cc1 | 3.3% | 8.6% | -25.8% | -10.0% | -2.4% | -8.6% | -0.4% | -2.4%
Cc1cc(O)c(C(C)C)cc1NC(=O)Cn1nc(C)c2ccccc2c1=O | 0.7% | 3.5% | -10.9%[46.1 µM] | -0.8% | 0.6% | -1.0% | -1.0% | -16.8%
Cc1ccc(NC(=O)NC(=O)N(C(C)C)S(C)(=O)=O)nc1 | -10.5% | -6.0% | 20.4% | -4.3% | 5.8% | 1.5% | 1.1% | -3.3%
CC(=O)Nc1cccc(C(=O)NC(C)c2ccc(S(N)(=O)=O)cc2)c1 (stereo unspecified) | -1.4% | -2.2% | -7.8%[46.1 µM] | -3.3% | 3.7% | 2.5% | -5.2% | -4.5%
CC1=CC(C)(C)N(C(=O)CSc2nnc(-c3ccc(C)cc3)o2)c2ccc(C)cc21 | 5.8% | 4.9% | u | -17.7% | -4.9% | 0.6% | -4.3% | -3.1%
CCn1c(/C=N/Nc2ccc(C(=O)O)cc2)nc2ccccc21 | 2.4% | 6.4% | -30.9% | -15.8% | 7.7% | -14.0% | 0.0% | 5.8%
COc1ccccc1CN(Cc1nc2ccccc2c(=O)[nH]1)C(=O)Nc1ccccc1 | -16.2% | 6.5% | -6.7%[46.1 µM] | -6.4% | 4.2% | -1.5% | 1.8% | -4.3%
C=CCn1c(Cc2c[nH]c3ccccc23)nnc1SCC(=O)NCc1ccccc1 | -5.2% | -1.2% | -18.8%[46.1 µM] | -4.9% | -5.1% | 0.1% | -2.3% | -1.2%

# A draw from above in order of number of heavy atoms, falling.
Molecule | TRb SRC2 PPI | CBFb RUNX1 block | NPSR antag | Tau fluor counter | Tau fibril FP | TexasRed fluor | Epigenetic reg | aGal spleen mod
Cc1ccc(OCC(=O)Nc2ccc(Cl)cc2)c(-n2nc3ccccc3n2)c1 | -13.1% | -2.2% | -4.2%[46.1 µM] | -8.8% | -3.6% | 1.9% | -2.3% | 1.4%
CC(/C=C/c1ccco1)=N\NC(=O)CNc1ccc2ccccc2c1 | -2.2% | -3.7% | -18.4% | u | 8.6% | -2.2% | -4.0% | 3.5%
Cc1ccc(NC(=O)NC(=O)N(C(C)C)S(C)(=O)=O)nc1 | -10.5% | -6.0% | 20.4% | -4.3% | 5.8% | 1.5% | 1.1% | -3.3%

# (cont.)
Molecule | TRb SRC2 PPI | CBFb RUNX1 block | NPSR antag | Tau fluor counter | Tau fibril FP | TexasRed fluor | Epigenetic reg | aGal spleen mod
CC(C)=NO[C@@H](C)CN1CCCCc2nc(C)c(C)cc21 | 0.9%[11.2 µM] | -8.2%[13.1 µM] | x | -0.2%[11.6 µM] | 7.6%[11.6 µM] | 0.5%[11.2 µM] | 0.0%[10.1 µM] | 0.4%[17.5 µM]
O=C(NCCCn1ccnc1)c1cc(-c2cccnc2)nc2ccc(Br)cc12 | -1.4% | -2.8% | -19.6% | -11.5% | -10.8% | -1.0% | 0.0% | -1.1%
CCN1CCN(C(c2cccs2)C(C)NC(=S)NC2CCCCC2)CC1 (stereo unspecified) | 9.3% | 3.5% | 10.5% | -4.0% | 4.8% | -0.4% | 0.4% | 11.0%
Nc1nc(CN2CCN(Cc3ccccc3)CC2)nc(Nc2ccccc2)n1 | -4.1% | u | -9.6%[46.1 µM] | -2.7% | -11.9% | -1.8% | -1.3% | 0.9%
Cc1ccc(C(=O)CSc2nnc(-c3cccs3)n2C)o1 | 1.8% | -0.6% | -23.6%[46.1 µM] | -4.8% | 3.0% | 0.1% | -4.1% | -9.5%
O=C(NCCCN1CCCC1=O)c1ccc2c(c1)OCO2 | -15.8% | -5.4% | 10.2%[46.1 µM] | 0.0% | 0.2% | 3.4% | 11.3% | 2.1%
Cc1sc(NC(=O)c2ccccc2)c(C(=O)c2ccccc2)c1C | -1.8% | -22.4% | 5.3% | -21.9% | -6.1% | -1.4% | 0.0% | 5.8%
Cc1cc(C(=O)N/N=C/c2cc(Br)ccc2OC(=O)c2ccccc2)n[nH]1 | 22.5% | 1.2% | -10.0%[46.1 µM] | -18.0% | 3.7% | -10.3% | 1.2% | 4.4%
CNc1ccccc1C(C)(C)c1cc(C)[nH]n1 | -3.5% | 13.8% | 0.8% | 7.3% | u | -1.7% | -0.1% | -7.1%
COc1cc(CC(=O)Nc2ccc(S(=O)(=O)N(C)C)cc2)cc(OC)c1OC | -25.2% | 3.9% | -7.6%[46.1 µM] | -12.7% | -4.2% | 5.9% | 0.0% | -4.3%
COc1ccccc1NC(=O)CCN1C(=O)c2ccccc2S1(=O)=O | -1.3% | 2.6% | 8.3% | -0.4% | 1.7% | -1.8% | -1.8% | -21.3%
COc1ccccc1NC(=O)Nc1ccc(F)c(F)c1 | -4.0% | -5.5% | -14.9% | -0.5% | 2.1% | -0.6% | 2.4% | -2.0%
COc1ccc(Cl)cc1NC(=O)COc1cccc(-n2cnnn2)c1 | -27.9% | 13.8% | -28.1%[46.1 µM] | u | u | 2.2% | 1.8% | 0.6%
Cc1cccc(C)c1NC(=S)N(Cc1cccs1)C1CCCC1 | -5.6% | 17.1% | -37.5% | -12.4% | 2.8% | -1.6% | 0.1% | -14.5%
CS(=O)(=O)c1ccc(Sc2nc3ccccc3s2)c([N+](=O)[O-])c1 | -13.3% | -9.2% | -41.8% | u | 9.7% | -2.5% | 0.0% | -1.5%
CCN(C(=O)c1nn(-c2ccc(C)cc2)c(=O)c2c1c1ccccc1n2C)c1ccc(F)cc1 | -3.3% | x | x | -6.7% | -3.2% | -1.4% | -1.1% | x
CC1CCN(c2ncnc3c2cnn3-c2ccccc2)CC1 | 4.2% | 8.2% | -19.0%[46.1 µM] | -19.3% | 0.5% | -0.1% | -2.6% | -8.9%
COc1cc(C(=O)NCc2ccc(C)cc2)ccc1OC(F)F | 2.6% | -1.5% | -2.9% | -13.2% | -1.6% | -0.7% | -6.4% | -4.8%
Cc1cc(N2CCC(C(=O)NCCC(C)C)CC2)n2nc(C)c(-c3ccc(Cl)cc3)c2n1 | -8.6% | x | x | -12.3% | 5.2% | -21.1% | 0.0% | x
COc1ccc(-c2ccc(-c3cc(=O)oc4cc(OC)c(OC)c(OC)c34)cc2)cc1F | 4.2% | -3.2% | x | u | -1.2%[81.3 µM] | 3.6% | u | 0.6%
